CRFR2-BP antag – antagonists of CRF-BP/CRF-R2 complex, primary screen, cell-based, HEK293, calcium dye fluorescence, uHTS | CRF-induced calcium fluorescence | 350,000 tested, 0.59% active | inhibition, % at 11.8 µM | AID 588475, 2011;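 active = inhibition of the ligand-induced calcium signal above about 50% at the single tested concentration, limit read from the data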
UBC9 SUMO inh – inhibitors of in vitro SUMOylation cascade, primary screen, biochemical, HTRF, uHTS; SUMO-conjugating enzyme UBC9 (Homo sapiens), P63279; HTRF SUMOylation assay, SAE1/SAE2 + UBC9; inhibition, % at 35 µM; 290,000 tested, 0.36% active; AID 2006, 2009; in the data active = inhibition above about 50%, passing the limit was not always enough; inconclusive = no clear call, values can overlap the other calls; also: strong numbers were not always called active
Target sequence (P63279 whole entry, looked up): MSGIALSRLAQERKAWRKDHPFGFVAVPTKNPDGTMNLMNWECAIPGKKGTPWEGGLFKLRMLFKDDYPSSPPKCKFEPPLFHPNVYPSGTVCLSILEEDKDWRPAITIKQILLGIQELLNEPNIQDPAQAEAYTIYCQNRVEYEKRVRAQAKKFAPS
CRFBP-R2 agonist – agonists of CRF-BP/CRF-R2 complex, primary screen, cell-based, HEK293, calcium dye fluorescence, uHTS; CRF-binding protein / CRF receptor 2 complex (human); calcium dye fluorescence (FLIPR); percent of saturating CRF peptide response; activation, % at 13.2 µM; 350,000 tested, 0.46% active;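 active = activation of at least 50%, plus an integration ratio under a set limit after plate pattern correction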;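 also: plate controls were neutral control wells without compound for no effect and CRF at EC100 for full effect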
DNA FID counter – compounds displacing fluorescent DNA intercalator, primary screen, artefact control for HCV NS3 helicase inhibitor project, biochemical, FID fluorescence; inhibition, % at 7.9 µM; AID 1845, 2009; DNA fluorescent intercalator displacement; 290,000 tested, 0.17% active; in the data active = inhibition above about 37%;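 also: 0% = vehicle and 100% = reference compound; higher means more ethidium bromide displaced from hairpin DNA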
MEKK2 mut-MEK5 – MEK5 binding signal on mutant MEKK2 PB1, primary screen, biochemical, multiplex bead flow cytometry, Alexa488-MEK5; 290,000 tested, 0.35% active; percent response, % at 10 µM; AID 1530, 2009; Alexa488-MEK5 binding to MEKK2 mutant; in the data active = percent response above about 24%, passing the limit was not always enough; also: inactives centre near 1; some results filed as inactive read as strong as hits
MEKK3 PB1 HTS – modulators of MEKK3-MEK5 PB1 binding, primary screen, biochemical, wildtype MEKK3, multiplex bead flow cytometry, Alexa488-MEK5; bead-based flow cytometry, Alexa488-MEK5 binding to MEKK3; actives lie on both sides; 0 = blocked by unlabeled MEK5, 100 = vehicle; AID 1529, 2009; Mitogen-activated protein kinase kinase kinase 3 (Homo sapiens), Q99759; 290,000 tested, 1.4% active; binding response (% of control), % at 10 µM;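 active = binding response more than 3 SD above or below the average of its plate-row segment, actives on both sides; inconclusive = wells at one plate position flagged as instrument error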;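 also: Alexa488 bead fluorescence after subtracting the streptavidin-only scavenger bead signal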
Target sequence (Q99759 whole entry, looked up): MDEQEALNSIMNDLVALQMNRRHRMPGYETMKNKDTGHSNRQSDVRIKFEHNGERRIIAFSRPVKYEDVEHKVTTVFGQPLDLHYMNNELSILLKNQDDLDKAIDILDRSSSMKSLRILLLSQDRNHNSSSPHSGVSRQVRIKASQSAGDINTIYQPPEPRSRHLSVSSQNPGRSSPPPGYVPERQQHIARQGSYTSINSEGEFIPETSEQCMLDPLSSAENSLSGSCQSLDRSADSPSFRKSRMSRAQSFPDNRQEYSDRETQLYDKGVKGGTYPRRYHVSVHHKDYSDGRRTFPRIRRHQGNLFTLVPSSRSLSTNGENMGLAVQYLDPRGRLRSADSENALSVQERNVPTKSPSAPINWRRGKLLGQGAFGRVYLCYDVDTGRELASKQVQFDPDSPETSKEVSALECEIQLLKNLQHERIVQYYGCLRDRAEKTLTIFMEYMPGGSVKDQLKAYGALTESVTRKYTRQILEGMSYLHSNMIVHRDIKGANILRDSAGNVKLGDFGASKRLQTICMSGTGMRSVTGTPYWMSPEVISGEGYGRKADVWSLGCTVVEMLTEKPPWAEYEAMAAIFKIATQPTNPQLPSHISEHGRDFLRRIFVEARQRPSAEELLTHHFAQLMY
HCV NS3 hel inh – inhibitors of HCV NS3 helicase, primary screen, biochemical, Cy5 molecular beacon fluorescence; NS3 helicase DNA unwinding; inhibition, % at 10.9 µM; 290,000 tested, 0.56% active;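 active = inhibition above the mean of all tested compounds plus 3 SD, set per campaign, cut at about 35% in these data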;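 also: 0% = DMSO wells and 100% = thioflavine S control wells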
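System: Hepatitis C virus NS3 helicase domain fragment enzyme | Reagent: Annealed dual-labelled DNA beacon duplex, ATP-started | Compound dosing: 10.9 µM single point, 0.8% DMSO | Incubation: 1 h reaction at 25 °C, ATP-initiated | Technique: Cy5 fluorescence | Evaluation: Percent inhibition from t60/t0 fluorescence ratio | Benchmarks: Low DMSO, high thioflavine S at 110 µM | Replication: Singlicate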
GalR3 antag – GalR3 antagonists in HEK293 cells, primary screen, cell-based, fluorescence readout; AID 651719, 2012; HEK293 GalR3-CNG cAMP membrane potential fluorescence; galR3 body fused to GalR1 C-terminus; inhibition, % at 3 µM; Galanin receptor type 3 (Homo sapiens), O60755; 360,000 tested, 0.44% active;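 active = inhibition above the screen-wide average plus 3 SD, cut at about 13% in these data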;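 also: forskolin and galanin both at EC90 stimulate the cells; cAMP rise reported by CNG channel membrane potential dye signal; 0% = forskolin plus galanin with DMSO and 100% = forskolin alone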
Target sequence (O60755 1-299 limits assumed): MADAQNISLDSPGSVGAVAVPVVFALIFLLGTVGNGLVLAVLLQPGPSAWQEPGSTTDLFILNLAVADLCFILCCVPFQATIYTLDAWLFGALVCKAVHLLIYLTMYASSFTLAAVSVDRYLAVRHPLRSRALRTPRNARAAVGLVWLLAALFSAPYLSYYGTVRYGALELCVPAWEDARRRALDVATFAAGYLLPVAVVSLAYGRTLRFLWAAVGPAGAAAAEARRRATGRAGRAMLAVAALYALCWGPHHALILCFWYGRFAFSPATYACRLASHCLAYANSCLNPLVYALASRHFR
MEKK2 WT-MEK5 – modulators of MEK5 binding to wildtype MEKK2, primary screen, biochemical, multiplex bead flow cytometry, Alexa488-MEK5; Alexa488-MEK5 binding to MEKK2 WT; actives lie on both sides; binding response (% of control), % at 10 µM; 290,000 tested, 1.1% active; AID 1531, 2009; in the data active = binding response below about 67% or above about 130%; inconclusive = no clear call, values can overlap the other calls; inactive = in between
Starred values were filed as active, the others as inactive; u = inconclusive; x = not tested or not shown. Not all compounds are listed, so the mix of outcomes need not match the whole.

Second line of a record: MEKK2 WT-MEK5, CRFBP-R2 agonist, MEKK2 mut-MEK5, GalR3 antag, UBC9 SUMO inh, MEKK3 PB1 HTS, DNA FID counter, HCV NS3 hel inh, CRFR2-BP antag
> O=C(O)CCn1cc(C=C2C(=O)NC(=S)NC2=O)c(-c2cc3ccccc3oc2=O)n1
  88.0, 0.4, 1.0, -4.0, 3.0, 106.0, 5.2, 7.0, -4.9
> COc1cccc(CC(=O)N2CCN(Cc3cccc(Cl)c3)CC2)c1
  102.0, -0.9, -2.0, -9.4, 13.9, 102.0, -30.0, 1.9, 4.8
> O=C(c1ccc(N2CC3CC(C2)c2cccc(=O)n2C3)c([N+](=O)[O-])c1)N1CCCC1 (configuration not stated)
  108.0, 2.0, 1.0, -0.3, -3.7, 111.0, -19.2, 0.5, -3.1
> Cn1c(O)c(C(=O)c2ccccc2Cl)c(=O)n(C)c1=O
  107.0, 1.0, 3.0, -3.1, -2.3, 116.0, 4.4, -6.5, 35.8
> CCN(CC)CCN1Cc2ccccc2C1=N
  100.0, -1.1, -1.0, 3.1, -0.5, 122.0, 3.8, -0.2, -8.5
> CCc1sc(C(=O)N2CCC3(CC2)OCCO3)cc1Br
  102.0, -6.2, 3.0, -3.1, u, 101.0, -15.3, 7.3, -14.2
> CN(C)c1ccc(P(=S)(N(C)C)N(C)C)cc1
  100.0, 0.0, 2.0, -5.1, 16.0, 99.0, -15.2, 5.4, 1.1
> CC(C)CCC1(CCc2ccncc2)C(=O)NC(=O)NC1=O
  109.0, -0.1, 2.0, -2.6, -5.9, 97.0, -1.5, -1.3, 9.3
> S=C(c1ccc(Cl)cc1)N1CCOCC1
  97.0, -3.0, -2.0, -4.4, 2.6, 93.0, 1.4, -9.7, -4.0
> CCCCCCN=C(C)c1c(O)n(CCCC)c(=O)[nH]c1=O
  97.0, -5.6, 5.0, -2.3, 21.6, 96.0, -8.2, -3.4, 12.7
> O=c1[nH]c(=S)n(Cc2ccc(F)cc2)c(O)c1C=NCCCn1ccnc1
  104.0, 1.4, 14.0, -3.7, 5.7, 105.0, 0.2, -4.5, -13.8
> O=C1CCCN1CC#CCN1CCCC1
  119.0, 2.9, 23.0, x, 4.2, 122.0, -1.6, 8.7, -32.2
> CC1=CC(=Cc2sc3ccccc3[n+]2C)C=C(C)O1
  79.0, 0.1, 2.0, -4.3, -8.4, 95.0, 11.3, 1.6, 12.2
> CN1C(=O)CN=C(c2ccccc2)c2cc([N+](=O)[O-])ccc21
  101.0, x, 4.0, x, 8.1, 101.0, -6.6, -14.0, x
> CN(C)C1(CNC(=O)c2ccc(Cl)c(S(=O)(=O)NCc3ccco3)c2)CCCCC1
  107.0, 0.6, 3.0, -3.8, -0.8, 107.0, 5.4, 0.7, -8.2
> CCOC(=O)c1ccc(N2C(=O)CC(N3CCC(C#N)(c4ccccc4)CC3)C2=O)cc1 (configuration not stated)
  107.0, -0.9, 3.0, -1.0, 1.0, 107.0, -45.2, -1.5, 9.6
> CCOCCCNC(=O)CN1C2CCC1CC(O)(c1ccc(OC)cc1)C2 (configuration not stated)
  89.0, -0.5, -1.0, -8.5, 20.6, 94.0, 20.4, -2.2, 0.2
> CN1CCC(N(C)Cc2cccnc2)CC1
  x, 3.7, x, -2.0, 20.0, x, 8.5, 5.5, -11.5
> CCc1cccc(C)c1NC(=S)N1CC2CC(C1)c1cccc(=O)n1C2 (configuration not stated)
  92.0, -0.7, -4.0, -2.3, 1.5, 96.0, 2.5, -9.4, -16.8
> Fc1ccc(C(OCCN2CCCC2)c2ccc(F)cc2)cc1
  107.0, 2.9, -1.0, -8.0, 4.2, 99.0, 11.0, -4.5, -4.6
> Cc1c(C=O)c2ccccc2n1Cc1ccccc1
  104.0, -9.4, 5.0, -4.2, -3.3, 101.0, -13.8, -4.4, 21.4
> O=C(COc1ccc2ccc(=O)oc2c1)N1CCC(C(=O)O)(c2ccccc2)CC1
  102.0, 1.8, 2.0, -7.0, 0.6, 103.0, -32.2, 3.4, 0.2
> O=S(=O)(c1ccc(Cl)cc1)N1CC1c1ccccc1 (configuration not stated)
  102.0, 1.0, -1.0, 1.1, -14.7, 102.0, -4.2, 1.2, 7.1
> Cc1cccc(NC2=NCCCS2)c1
  103.0, -5.0, 3.0, -5.8, 3.9, 101.0, -4.4, -0.2, -4.9
> C[C@]12CCC(=O)C=C1CC[C@@H]1[C@@H]2CC[C@]2(C)C(=O)CC[C@@H]12
  101.0, 0.3, 1.0, x, -34.2, 77.0, -21.6, 6.9, 2.0
> Oc1ccccc1C1NCc2ccccc2-n2cccc21 (configuration not stated)
  110.0, -3.0, 5.0, -10.1, -28.1, 104.0, 2.8, -23.1, 3.2
> Cc1ccsc1C(=O)C1CCCN(Cc2cn(C)nc2C)C1 (configuration not stated)
  105.0, -2.2, 8.0, 0.4, 9.7, 106.0, 0.5, -14.7, 23.7
> Cc1cc(=O)oc2c(C)c(OCC(=O)N3CCC(C(=O)O)(c4ccccc4)CC3)ccc12
  99.0, 6.3, 3.0, 0.6, 7.8, 101.0, -32.5, -7.0, 4.1
> CN1CCN(Cc2cc3c(cc2[N+](=O)[O-])OCO3)CC1
  105.0, 2.1, 6.0, -10.6, -9.4, 104.0, -2.5, 1.7, -0.5
> C=Cn1ccnc1P(=S)(c1c(C)nn(-c2ccccc2)c1C)c1nccn1C=C
  100.0, -1.5, 1.0, -3.0, 26.0, 100.0, -50.3, -6.0, -6.0
> Cc1ccc(N2C(=O)NC(=O)/C(=C/C=C/c3ccco3)C2=O)cc1
  103.0, 6.1, 18.0, -1.6, 14.0, 94.0, -22.6, 39.4*, -124.1
> Cc1ccc(-c2nc(CS(=O)CC(=O)N3CCC4(CC3)OCCO4)c(C)o2)cc1 (configuration not stated)
  89.0, x, -5.0, -6.0, 10.9, 94.0, -27.0, -13.0, x
> COC(=O)C(C)NC(=S)N1CC2C[C@@H](C1)Cn1c2cccc1=O (some centres not stated)
  105.0, 0.4, 9.0, -12.7, 14.9, 107.0, 0.2, 3.7, 2.8
> N#Cc1cc2c(nc1SCC(=O)Nc1cc(Cl)cc(Cl)c1)C1CCN2CC1
  102.0, 0.3, 4.0, -6.0, 2.9, 102.0, -0.4, -4.1, 10.7
> CCCCCn1c(=O)c(C(=O)NCc2ccccc2)c(O)c2ccccc21
  103.0, 4.6, -5.0, -8.4, 2.2, 98.0, -4.0, -16.6, 3.0
> CC(C)C12CN3CCN(CC(C3)/C1=N\O)C2
  100.0, -0.6, -3.0, -3.7, 6.2, 99.0, 0.0, 5.4, 7.7
> COc1cccc(CCNCc2c(F)cccc2F)c1
  98.0, -0.3, -5.0, -5.9, 13.9, 99.0, 3.3, -14.4, -16.6
> Cc1nn(Cc2ccccc2)c(C)c1C(=O)OCC(=O)NC1CCS(=O)(=O)C1 (configuration not stated)
  99.0, -1.0, -2.0, -6.0, 12.2, 95.0, -3.5, 6.6, -4.7
> CN(C)CCN=Cc1c(O)n(Cc2ccco2)c(=O)[nH]c1=O
  89.0, 0.6, 1.0, 0.1, -12.3, 108.0, 8.5, -5.1, -7.9
> CSc1ncc(/C=C2/C(=O)NC(=O)N(C3CCCCC3)C2=O)cn1
  105.0, 2.1, -2.0, -0.8, 18.9, 103.0, -1.1, 17.8, -13.3
> CCC1C2Cn3c(nc4ccccc43)C1N(C)O2 (configuration not stated)
  94.0, -1.2, 3.0, -0.3, 10.3, 95.0, x, x, -6.8
> CNCCc1ccc(O)c(O)c1
  117.0, -1.1, 6.0, x, x, 116.0, x, x, 0.2
> COc1ccc(CC2c3cc(OC)c(OC)cc3CCN2C)cc1O (configuration not stated)
  101.0, 0.3, 6.0, -7.2, -1.1, 112.0, -5.7, -1.7, -9.0
> CCC(C)n1c(O)c(C=NCCc2ccccc2)c(=O)[nH]c1=S (configuration not stated)
  96.0, -1.1, -3.0, -5.9, -7.1, 98.0, -29.3, 2.3, -67.5
> Cc1cccc(-n2c(-c3ccccc3)nc3ccccc3c2=O)n1
  89.0, -1.3, -7.0, -7.3, 15.1, 102.0, -7.0, -6.4, 14.6
> O=C(N/N=C/C1C(=O)NC(=S)N(c2ccccc2)C1=O)c1cc(Br)c(O)c(Br)c1 (configuration not stated)
  99.0, 0.4, -3.0, -5.4, 35.6, 99.0, -21.9, 32.4, -7.9
> C=CCn1c(O)c(C(C)=Nc2ccc(NC(C)=O)cc2)c(=O)[nH]c1=O
  104.0, 2.1, 5.0, 4.9, -18.6, 101.0, 5.1, -12.5, 9.1
> CSC1=NP(=S)(SC)N2CCCC2=C1C#N (configuration not stated)
  99.0, -1.2, -9.0, 1.8, 13.3, 96.0, -8.3, -1.9, 7.5
> CCCCn1c(=O)c(C(=O)Nc2ccccc2S(N)(=O)=O)c(O)c2ccccc21
  108.0, 0.3, 5.0, -6.0, -6.8, 102.0, -6.4, -2.7, -4.5
> OC1(c2ccc(F)cc2)CC2CCC(C1)N2Cc1nnnn1C1CCCCC1 (configuration not stated)
  x, -0.2, x, -3.8, -19.2, x, -24.9, 2.5, -8.7
> CCCCn1c(O)c(/C=N/N2CCOCC2)c(=O)[nH]c1=S
  99.0, 2.7, 5.0, -3.0, -1.0, 103.0, -6.3, 0.5, -4.2
> Cc1nonc1-c1nc(-c2nonc2N)n[nH]1
  100.0, 2.0, 5.0, -1.3, 27.5, 101.0, -0.8, 3.4, -2.6
> CCCCCn1c(=O)c(C(=O)NCc2ccccn2)c(O)c2ccccc21
  110.0, 2.3, 5.0, -2.3, 6.8, 105.0, -3.8, 3.0, 5.3
> NC(Cc1ccccc1)c1nc2ccccc2[nH]1 (configuration not stated)
  105.0, 0.1, 5.0, -2.7, 16.0, 100.0, 3.8, 33.9, -6.8
> Cc1cc(Cl)nc(N)n1
  100.0, -0.9, 1.0, 6.8, 2.7, 106.0, -3.2, -6.0, -11.5
> CC1(C)C2([N+](=O)[O-])CNCC1([N+](=O)[O-])CNC2
  104.0, -1.1, 14.0, -1.7, 7.3, 104.0, 1.5, -5.2, 11.8
> O=C(C1CCCN(S(=O)(=O)c2cccc3nsnc23)C1)N1CCC2(CC1)OCCO2 (configuration not stated)
  107.0, -1.7, 6.0, -2.8, 17.6, 106.0, -7.2, 6.7, -6.8

2 of the compounds above, as a markdown table.
| molecule | MEKK2 WT-MEK5 | CRFBP-R2 agonist | MEKK2 mut-MEK5 | GalR3 antag | UBC9 SUMO inh | MEKK3 PB1 HTS | DNA FID counter | HCV NS3 hel inh | CRFR2-BP antag |
| --- | --- | --- | --- | --- | --- | --- | --- | --- | --- |
| CCCCCn1c(=O)c(C(=O)NCc2ccccc2)c(O)c2ccccc21 | 103.0 | 4.6 | -5.0 | -8.4 | 2.2 | 98.0 | -4.0 | -16.6 | 3.0 |
| CC(C)C12CN3CCN(CC(C3)/C1=N\O)C2 | 100.0 | -0.6 | -3.0 | -3.7 | 6.2 | 99.0 | 0.0 | 5.4 | 7.7 |
